RXFP1 antagonist: RXFP1 (human) relaxin receptor antagonism. AID 1259400. Q9HBX9. activity change, negative = inhibition, % at 57.5 µM. HEK293-RXFP1, relaxin-stimulated cAMP HTRF, 30 min; stronger effect = lower value. 350,000 tested, 0.59% active;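 active = activity change of -60% or lower, but not beyond a set lower limit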; also: % is scaled to controls: 0 for no effect and ±100 for the full control effect
D1 agonist: agonists of human D1 dopamine receptor; P21728; 360,000 tested, 1% active; activation, % at 2 µM; HEK293 T-REx D1 cells, calcium flux, agonist mode; also: 0% is about no effect
Target sequence (P21728 whole entry, looked up): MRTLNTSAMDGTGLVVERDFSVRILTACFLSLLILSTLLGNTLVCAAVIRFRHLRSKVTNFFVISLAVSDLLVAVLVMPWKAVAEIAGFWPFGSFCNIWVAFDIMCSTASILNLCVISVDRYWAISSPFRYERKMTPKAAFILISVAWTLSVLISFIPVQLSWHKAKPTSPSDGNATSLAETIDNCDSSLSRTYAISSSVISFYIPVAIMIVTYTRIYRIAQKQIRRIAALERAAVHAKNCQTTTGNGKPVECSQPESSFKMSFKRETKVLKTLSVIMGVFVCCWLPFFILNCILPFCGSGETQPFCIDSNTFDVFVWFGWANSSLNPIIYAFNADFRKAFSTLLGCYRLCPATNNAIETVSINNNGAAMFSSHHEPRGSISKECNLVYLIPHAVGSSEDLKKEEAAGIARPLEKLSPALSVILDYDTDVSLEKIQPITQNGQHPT
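Agonism was scored from calcium flux recorded over 180 s (1 read/s) after pintool compound addition, following a 10-cycle baseline. Cells were inducible force-coupled HEK293 TREx D1, plated overnight at 30 C and loaded with no-wash calcium dye.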
D1 potentiator: enhances dopamine response at the human D1 receptor; HEK293 TREx D1 cells, calcium flux, dopamine EC20 potentiation; potentiation, % at 10 µM; 360,000 tested, 0.036% active; in the data active = potentiation above about 30%; also: 0% is about no effect
TRHR enhancer: allosteric enhancers of human TRH receptor; enhancement, % at 2 µM; TRHR cells, fluo-8 calcium fluorescence, EC20 TRH enhancement; 360,000 tested, 0.66% active; P34981; in the data active = enhancement above about 30%; also: 0% is about no effect
Target sequence (P34981 whole entry, looked up): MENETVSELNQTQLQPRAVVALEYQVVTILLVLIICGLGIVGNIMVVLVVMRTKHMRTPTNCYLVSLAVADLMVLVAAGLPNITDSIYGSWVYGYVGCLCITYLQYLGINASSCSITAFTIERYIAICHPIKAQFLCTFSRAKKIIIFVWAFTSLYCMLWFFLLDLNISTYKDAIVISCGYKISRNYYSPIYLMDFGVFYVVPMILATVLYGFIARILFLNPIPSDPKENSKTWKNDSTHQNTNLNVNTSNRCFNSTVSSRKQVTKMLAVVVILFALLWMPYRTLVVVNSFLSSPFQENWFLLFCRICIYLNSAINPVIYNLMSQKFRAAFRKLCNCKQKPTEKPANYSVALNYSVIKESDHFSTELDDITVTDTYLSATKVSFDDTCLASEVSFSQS
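TRHR-expressing cells loaded with fluo-8 calcium dye were read kinetically (ex 480/em 530) during compound addition, then stimulated with an EC20 of TRH (10 nM final). Enhancement of the Gq-mediated intracellular calcium response was scored.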
TRHR ag: activates the human TRH receptor | 360,000 tested, 0.18% active | activation, % at 2 µM | TRHR cells, calcium flux fluo-8, FDSS agonist mode | P34981 | AID 493084; also: 0% is about no effect
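TRHR-expressing cells loaded with fluo-8 calcium dye; 23 nL library compound pin-transferred, kinetic FDSS fluorescence (Ex 480/Em 530) recorded about 180 s for agonist-induced calcium release, before a 10 nM TRH EC20 addition for potentiator mode.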
D1 antag: human D1 dopamine receptor antagonism; activity change, negative = inhibition, % at 10 µM; AID 504652; HEK293 TREx D1 cells, calcium flux, dopamine EC80; stronger effect = lower value; 360,000 tested, 3.2% active; in the data active = activity change below about -30%; also: % is scaled to controls: 0 for no effect and ±100 for the full control effect
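Antagonism measured as reduced calcium response to an EC80 dopamine addition following 180 s compound pre-read; cells were inducible HEK293 Trex D1 plated overnight at 30 C, read kinetically at 1 cycle/sec.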
D2 antagonist: antagonists of human D2 dopamine receptor; inhibition, % at 10 µM; 340,000 tested, 2% active; AID 485344; HEK293 TREx D2 cells, calcium flux, dopamine EC80; in the data active = inhibition above about 30%; also: 0% is about no effect
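Tetracycline-induced HEK293 T-REx cells expressing D2 force-coupled to calcium signalling were dye-loaded, exposed to compound for 180 s, then challenged with an EC80 of dopamine; calcium flux was followed kinetically for a further 180 s.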
D2 PAM: positive allosteric modulators of human D2 dopamine receptor; P14416; HEK293 T-REx D2, calcium flux, EC20 dopamine potentiation; 340,000 tested, 0.34% active; potentiation, % at 10 µM;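 active = potentiation over 3 SD above the plate norm, cut at about 30% in these data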; also: 0% is about no effect
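Potentiation of an EC20 dopamine calcium response is measured in a force-coupled, tetracycline-inducible Hek293 Trex D2 line. Compound-only kinetic reads over 180 s flag agonists before dopamine addition.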
D2 agonist: activates the human D2 dopamine receptor; P14416; HEK293 T-REx D2 cells, calcium flux agonist mode; 340,000 tested, 0.53% active; AID 485358; activation, % at 2 µM;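 active = activation over 3 SD above normal in the single-dose calcium agonist read, cut at about 30% in these data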; also: 0% is about no effect
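In this primary screen, compounds producing a positive calcium signal within 180 s of addition to tetracycline-induced, force-coupled HEK293 Trex D2 cells are flagged; cells are dye-loaded with a no-wash calcium kit beforehand.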
* marks the source's active call; other numbers are inactive results; / = no result given. Rule as the data show it, unless noted: active = activation above about 30%; inactive = the rest. The order is random; about 7.3% have a hit in one of these screens.

SMILES	RXFP1 antagonist	D1 agonist	D1 potentiator	TRHR enhancer	TRHR ag	D1 antag	D2 antagonist	D2 PAM	D2 agonist
CCOCCc1nnc(NC(=O)Cc2c(F)cccc2Cl)s1	17	3	-6	-2	0.1	-1	0	21	-1.0
CCOC(=O)C1=C(C)NC(=O)C(C(N)=O)C12CCCC2 (configuration not stated)	-9	1	-7	-3	-0.2	-10	13	-1	-0.2
Cc1ccc(/C(O)=C2/C(=O)C(=O)N(Cc3ccco3)C2c2cccs2)cc1 (configuration not stated)	13	1	-3	2	0.4	-17	1	7	-0.6
CC1CCCN(C2(O)C(=O)Nc3ccc(Cl)cc32)C1 (configuration not stated)	1	0	-5	5	0.9	-7	-2	11	1.3
CCC(C)NC(=O)CSc1nc(-c2cccs2)cc(C(F)(F)F)n1 (configuration not stated)	-20	0	6	9	-2.3	-17	15	1	-0.7
COc1ccc(-n2c(SCC(=O)Nc3ccc(C(N)=O)cc3)nc3c([nH]c4ccccc43)c2=O)cc1OC	-7	1	-3	-2	0.9	14	9	2	-0.2
COc1cccc(NC(=O)CCCCCn2nnc3ccccc3c2=O)c1	-2	3	-5	15	-1.1	-5	-9	-15	0.5
CCN(CC(=O)NCc1ccc(F)cc1)S(=O)(=O)c1ccc(C)cc1	10	0	-2	4	-0.7	9	-20	13	-0.1
CCNC(=S)Nc1cc(OCC)c(NC(=O)c2cccs2)cc1OCC	-8	4	1	5	-0.6	4	9	-6	-0.8
C=C(C)c1cccc(C(C)(C)NC(=O)N2CCOCC2)c1	0	7	-5	-6	-0.7	11	1	13	0.6
COCCn1c(SCC(=O)NC(=O)Cc2ccccc2)nc2ccccc2c1=O	-10	5	-12	-3	0.1	-5	-19	-13	-0.1
O=C(NCC1CCCO1)c1ccc2c(c1)N(Cc1ccc(F)cc1)CCS2 (configuration not stated)	6	-1	-2	-9	0.2	13	-2	0	0.4
O=C(NNc1c2ccccc2nc2ccccc12)c1ccc(Cl)cc1	-4	0	0	-4	-0.3	-6	-8	1	-0.1
Cc1ccc(C(=O)N2c3ccc(C)cc3C(C)(c3ccccc3)CC2(C)C)cc1 (configuration not stated)	-5	-1	1	4	-0.4	7	/	3	0.3
O=C1N(Cc2ccccc2)CCCC12CCCN(Cc1ccccc1)C2=O	-13	5	-1	-2	-0.8	-5	0	21	0.2
COc1ccccc1CNC(=O)c1ccc(C)c(-n2cnc3cccnc32)c1	1	-1	-1	6	-0.6	-16	/	10	-1.4
Cc1cc(Oc2ccccc2)nc(OCC#N)n1	19	3	-2	4	-0.4	-13	0	5	-2.2
CCn1cc([N+](=O)[O-])c(C(=O)N2N=C(c3ccc4ccccc4c3)CC2c2ccccc2O)n1 (configuration not stated)	3	-1	-5	-3	0.0	-11	8	0	-0.6
COc1ccc(-c2[nH]ncc2CN(CC2CCC(=O)N2)C(C)C)cc1F (configuration not stated)	-13	0	-2	-5	0.1	-19	11	0	0.5
CC(=O)c1ccc(N2CCN(c3ncc(C(F)(F)F)cc3Cl)CC2)cc1	-12	2	-1	-1	0.0	-4	15	0	0.2

Given with two lines to a compound: 6 of the compounds above.
Second line of a record: RXFP1 antagonist, D1 agonist, D1 potentiator, TRHR enhancer, TRHR ag, D1 antag, D2 antagonist, D2 PAM, D2 agonist
> Cc1ccc(/C(O)=C2/C(=O)C(=O)N(Cc3ccco3)C2c2cccs2)cc1 (configuration not stated)
  13, 1, -3, 2, 0.4, -17, 1, 7, -0.6
> CCNC(=S)Nc1cc(OCC)c(NC(=O)c2cccs2)cc1OCC
  -8, 4, 1, 5, -0.6, 4, 9, -6, -0.8
> C=C(C)c1cccc(C(C)(C)NC(=O)N2CCOCC2)c1
  0, 7, -5, -6, -0.7, 11, 1, 13, 0.6
> CC1CCCN(C2(O)C(=O)Nc3ccc(Cl)cc32)C1 (configuration not stated)
  1, 0, -5, 5, 0.9, -7, -2, 11, 1.3
> COc1ccccc1CNC(=O)c1ccc(C)c(-n2cnc3cccnc32)c1
  1, -1, -1, 6, -0.6, -16, /, 10, -1.4
> CCN(CC(=O)NCc1ccc(F)cc1)S(=O)(=O)c1ccc(C)cc1
  10, 0, -2, 4, -0.7, 9, -20, 13, -0.1

The list continues:
SMILES	RXFP1 antagonist	D1 agonist	D1 potentiator	TRHR enhancer	TRHR ag	D1 antag	D2 antagonist	D2 PAM	D2 agonist
CC(=O)c1ccccc1OCC(=O)Nc1cccc(S(=O)(=O)N2CCCC2)c1	8	2	-3	-3	-1.0	2	8	4	-0.8
Cn1c(NNC(=O)CCC2CCCCC2)cc(=O)n(C)c1=O	3	-3	8	4	-0.2	15	-4	3	0.0
Cc1c(CC(=O)N[C@@H](C)C(=O)O)c(=O)oc2cc3c(cc12)CCC(C)(C)O3	10	1	-5	-5	0.5	-5	36*	-6	-0.1
Cc1occc1C(=O)NN=C1C2CC3CC(C2)CC1C3	6	1	-4	-6	0.4	-3	1	-7	0.3
O=C(CSCc1n[nH]c(=O)[nH]1)NCCOc1cccc(Oc2ccccc2)c1	-3	0	-2	-8	0.0	2	5	15	0.8
CCC(=O)Nc1ccccc1Nc1cc(C#N)c(C#N)cc1[N+](=O)[O-]	-4	0	-1	0	-0.2	0	8	-3	-0.9
O=c1[nH]c(N2CCN(c3ccccc3)CC2)nc2c1CCC2	0	2	1	-3	-0.2	-5	-7	6	-0.3
CCOC(=O)c1ccc(S(=O)(=O)N2CCN(CC(O)COc3cccc(C(C)=O)c3)CC2)cc1 (configuration not stated)	-7	1	3	4	-0.7	6	-7	5	0.4
CC1([N+](=O)[O-])COC2(OC1)C(=O)Nc1ccccc12 (configuration not stated)	10	2	-4	-2	0.5	-8	4	10	-0.2
Cc1sc(NC(=O)C2=COCCO2)c(C#N)c1C	10	-1	0	2	0.4	-7	18	19	0.9
O=C(NCc1ccc2c(c1)OCO2)c1nn(-c2ccccc2)c(=O)c2ccccc12	-2	5	-11	-4	-0.1	-4	24	-9	-0.1
COc1ccccc1C(=O)Nc1sc(Nc2ccccc2)nc1C(N)=O	-13	4	0	4	1.0	-5	/	-7	1.4
CCOC(=O)c1c(NC(=O)c2ccco2)sc2c1CCCCC2	0	3	-1	1	1.0	5	4	-8	-0.3
CCC(C(=O)OC)n1cnc2c(nnn2-c2ccccc2)c1=O (configuration not stated)	-6	2	-20	-10	0.6	-6	10	-4	-0.7
O=C1CC(N2CCN(c3ccccc3)CC2)C(=O)N1c1ccc(Cl)cc1 (configuration not stated)	-12	2	2	-4	0.0	-7	-3	7	-1.1
C/C(=N/NC(=O)c1ccc(Br)s1)c1cccnc1	-1	4	-2	1	0.1	0	-10	-3	-0.1
CCC1CCCCN1CCCNC(=O)c1cc2c(=O)n(CC)c3ccccc3c2s1 (configuration not stated)	/	2	-2	1	0.3	-5	/	-22	0.2
CCOc1ccc(C(=O)Nc2cccc(OCc3cc(=O)n4ccccc4n3)c2)cc1	15	-2	-3	-7	-0.6	-17	/	-2	-1.5
COc1ccc(OC)c(NC(=O)c2cc3cc4ccc(C)cc4nc3s2)c1	/	1	2	-1	-0.2	-3	/	16	-0.6
O=S(=O)(Nc1nc2ccccc2nc1-[n+]1cccc(N=C([O-])c2ccc(Cl)cc2)c1)c1ccccc1	-27	12	3	6	2.6	-5	-1	-9	0.4
CCOC(=O)c1c(CC(C)C)csc1/N=C/C1C(=O)CC(C)(C)CC1=O	3	32*	-2	13	12	-4	1	20	10
CCCOc1c(Br)cc(C(=O)OCC(=O)NC2CC2)cc1OC	-7	7	-3	-2	-0.3	1	-3	-3	0.0
CC1(C)CC(=O)C=C(NNC(=O)C2CCCCC2)C1	-6	3	-8	-2	-0.3	0	-4	-1	-0.8
Cc1c(-c2ccccc2)[n+](=O)c2c(n1[O-])CCCCC2	2	2	-7	-4	0.4	-8	/	/	/
CCn1c(=O)c2sccc2n2c(CCCC(=O)N3CCN(c4ccccn4)CC3)nnc12	-24	3	0	1	1.2	11	-12	3	1.0
COC(=O)c1ccc2[nH]cc(CCO)c2c1	/	-1	-1	-3	0.2	-12	10	3	-0.9
Cc1c(C)n(Cc2ccccc2)c2ccc(C(=O)NCCCN3CCOCC3)cc12	6	5	-12	-2	-0.1	-29	-9	-6	-0.3
CCCCn1c(N)c(N(CC(C)C)C(=O)C2CCN(S(=O)(=O)c3ccc(Cl)cc3)CC2)c(=O)[nH]c1=O	-2	7	-2	1	0.5	5	-26	10	1.2
CCc1ccc(OCCCCN(C)Cc2ccccc2)cc1	-3	3	-4	-6	0.4	4	4	-16	0.4
C/C(=N/NC(=O)c1ccc(C)s1)c1cccc(NC(=O)COc2ccc(Cl)cc2Cl)c1	-16	0	2	0	1.1	3	-2	2	0.8
CCCn1c(C(C)Nc2nc(-c3cc(Cl)c(N)c(Cl)c3)cs2)nc2cc(Cl)c(N3CCCCC3)cc21 (configuration not stated)	/	3	-1	-1	-0.1	-1	25	2	23
COc1cccc(C2C(C#N)=C(N)OC3=C2C(=O)CCC3)c1OC(=O)c1ccco1 (configuration not stated)	-5	1	-1	-3	-0.7	1	-4	-5	0.2
O=C(c1ccccc1NS(=O)(=O)c1ccc(Br)cc1)N1CCOCC1	1	4	-4	-2	0.5	-33*	-6	7	0.7
O=C(NCc1cccs1)c1cc(C2CC2)on1	1	0	-1	4	-0.2	16	3	-5	0.4
CCc1c(C)nc2cc(-c3ccc(OC)c(OC)c3)nn2c1NCC1CC1	/	0	-6	1	-0.4	-16	2	17	0.8
Cc1ccc(C)c(N(C)C(=O)c2cc3c(=O)[nH]c4ccc(C)cc4c3s2)c1	0	2	1	-3	-0.1	-3	-25	6	-0.4
O=C(C1CCCN(S(=O)(=O)c2ccccc2)C1)N1CCN(c2ccc(F)cc2)CC1 (configuration not stated)	-8	10	-2	1	-0.7	-44*	2	3	0.1
Cc1ccc2[nH]c3c(c2c1)CN(C(=O)CN1c2ccc(F)cc2CCC1C)CC3 (configuration not stated)	-18	1	1	7	0.1	11	-4	-3	-0.6
CCN(CC)c1ccc(NC(=O)Nc2cccc(C(C)=O)c2)cc1	11	5	-2	-1	0.3	-14	-4	-19	0.4
Cc1cc(C)cc(NC(=O)c2cc(S(=O)(=O)N3CCCC3)cn2C)c1	4	8	-7	-2	-0.8	16	16	-4	1.8
CN(C)c1ccc(P(=O)(OC2CCCCC2)C(O)c2ccncc2)cc1 (configuration not stated)	-7	2	1	4	1.1	3	0	9	1.2
CC(=O)N1CCc2cc(CNS(=O)(=O)c3ccc(Cl)s3)ccc21	-2	6	-2	3	0.3	8	/	-4	0.4
NC(=O)Oc1cccc(OC(N)=O)c1	8	1	-6	-11	1.8	-14	11	10	1.2

Compound profiles (already shown). Order of values: RXFP1 antagonist	D1 agonist	D1 potentiator	TRHR enhancer	TRHR ag	D1 antag	D2 antagonist	D2 PAM	D2 agonist
Cc1c(-c2ccccc2)[n+](=O)c2c(n1[O-])CCCCC2 across the screens: 2	2	-7	-4	0.4	-8	/	/	/
CC(=O)N1CCc2cc(CNS(=O)(=O)c3ccc(Cl)s3)ccc21 across the screens: -2	6	-2	3	0.3	8	/	-4	0.4
